# Screening results deposited in PubChem BioAssay by Sanford-Burnham Center for Chemical Genomics.
# EBI2 antag = blocks human EBI2 receptor beta-arrestin signaling; P32249; EBI2 beta-arrestin recruitment, luminescence, 7a,25-OHC stimulated; inhibition, % at 5 µM; 360,000 tested, 0.81% active; in the data active = inhibition above about 38%;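 also: enzyme fragment complementation signal reports receptor beta-arrestin coupling in cells; 0% = agonist plus DMSO wells and 100% = wells without agonist; some results beyond the cut were filed as inactive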
# Target sequence (P32249 whole entry, looked up, the tested form may be a part): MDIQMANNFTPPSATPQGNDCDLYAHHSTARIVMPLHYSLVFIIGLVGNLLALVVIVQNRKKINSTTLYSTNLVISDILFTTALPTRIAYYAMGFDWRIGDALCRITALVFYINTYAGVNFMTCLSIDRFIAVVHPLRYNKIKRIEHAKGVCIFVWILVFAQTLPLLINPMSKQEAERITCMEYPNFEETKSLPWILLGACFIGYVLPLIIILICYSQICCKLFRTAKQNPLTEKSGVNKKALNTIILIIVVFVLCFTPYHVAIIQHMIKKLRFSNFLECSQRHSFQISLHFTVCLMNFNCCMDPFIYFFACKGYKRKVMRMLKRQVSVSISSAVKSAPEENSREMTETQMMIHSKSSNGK
# SENP8 inh = blocks the human protease SENP8 | Q96LD8 | purified SENP8, Z-RLRGG-aminoluciferin cleavage, luminescence | 330,000 tested, 1.2% active | inhibition, % at 10 µM
# Gli-Sufu antag = blocks Gli-Sufu signaling in a luciferase reporter; Sufu-KO-LIGHT fibroblasts, Gli luciferase reporter luminescence; inhibition, % at 5 µM; 340,000 tested, 0.74% active; AID 588413;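 active = inhibition above about 55%, limit read from the data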;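 also: 0% = DMSO-treated cells and 100% = wells with medium but no cells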
# Apaf1 inhib = inhibitors of human Apaf-1 apoptosome; O14727; reconstituted apoptosome caspase-3 activity, DEVD-Rh110 fluorescence; inhibition, % at 20 µM; 330,000 tested, 0.71% active; active = inhibition of at least 40% at 20 µM;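 also: plate controls were DMSO wells for no effect and DEVD-CHO caspase inhibitor wells for full effect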
#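 detection = Rh110 fluorescence intensity | test system = biochemical Apaf-1 apoptosome reconstitution | also added = cytochrome c and DEVD-Rh110 substrate | schedule = 30 min plus 50 min, RT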
# Jurkat NFkB inh = lowers PMA/ionomycin-induced NF-kB signal in Jurkat cells | PMA/ionomycin-induced NF-kB luciferase reporter, luminescence | inhibition, % at 4 µM | 330,000 tested, 0.53% active | AID 435003
# 697 NFkB inh = inhibitors of the PMA/ionomycin-induced NF-kB reporter in 697 B cells | inhibition, % at 4 µM | 697 B-cell NF-kB luciferase reporter, 16 h | AID 435022 | 330,000 tested, 0.33% active; in the data active = inhibition above about 35%
# UBC13 inh = human UBC13 polyubiquitination inhibition | P61088 | UBC13 polyubiquitin chain formation, TR-FRET | inhibition, % at 20 µM | 330,000 tested, 0.47% active | AID 485273; in the data active = inhibition above about 45%, passing the limit was not always enough
# Target sequence (P61088 whole entry, looked up): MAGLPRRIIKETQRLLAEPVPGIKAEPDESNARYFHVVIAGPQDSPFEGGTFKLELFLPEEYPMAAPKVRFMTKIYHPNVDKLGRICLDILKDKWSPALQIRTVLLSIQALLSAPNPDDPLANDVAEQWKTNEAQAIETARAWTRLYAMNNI
# CCR6 antag = CCR6 (human) receptor antagonism. CHO-K1 CCR6 PathHunter beta-arrestin, luminescence, CCL20-stimulated. inhibition, % at 20 µM. 340,000 tested, 0.49% active. AID 493098;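 active = compounds whose inhibition of the agonist-driven luminescence signal at 20 µM reaches about 50%, limit read from the data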;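 also: cells stimulated with CCL20 at 14 nM final; plate controls were DMSO with CCL20 for no effect and DMSO without agonist for full effect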
# Target sequence (P51684 whole entry, looked up): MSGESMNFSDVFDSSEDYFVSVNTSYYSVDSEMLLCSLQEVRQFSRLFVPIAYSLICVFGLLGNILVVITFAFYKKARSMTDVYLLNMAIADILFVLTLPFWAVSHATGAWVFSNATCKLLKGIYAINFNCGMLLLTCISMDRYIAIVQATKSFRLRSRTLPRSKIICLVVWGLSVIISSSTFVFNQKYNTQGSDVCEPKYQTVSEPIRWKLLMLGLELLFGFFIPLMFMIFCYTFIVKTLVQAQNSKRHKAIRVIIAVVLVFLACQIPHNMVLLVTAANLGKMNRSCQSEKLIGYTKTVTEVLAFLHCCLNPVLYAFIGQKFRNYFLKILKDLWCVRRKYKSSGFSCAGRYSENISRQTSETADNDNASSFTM
# Active calls of the source: *; · = not tested or not shown. Rule as the data show it, unless noted: active = inhibition above about 50%; inactive = the rest. Not all compounds are listed, so the mix of outcomes need not match the whole.
SMILES,EBI2 antag,SENP8 inh,Gli-Sufu antag,Apaf1 inhib,Jurkat NFkB inh,697 NFkB inh,UBC13 inh,CCR6 antag
Cc1ccc(C(=O)OCC(=O)NN2C(=O)NC3(CCC(C)CC3)C2=O)cc1 (stereo not given),-8,1,-9,6,1,3,2,13
COc1ccc(C(C)N2CC34C=CC(O3)C(C(=O)OCC(C)C)C4C2=O)cc1 (stereo not given),·,1,·,-5,3,10,9,·
COc1cc(CNc2ccc3c(c2)CCC3)cc(OC)c1O,-13,-1,-3,-24,-12,9,12,10
COC(=O)Nc1c(-c2ccccc2)nc2ccc(C)cn12,6,1,3,-2,0,10,7,-9
COc1cc(NS(=O)(=O)c2ccc(NC(=S)NC(=O)c3ccc(F)c(F)c3)cc2)nc(OC)n1,1,-2,-4,-5,2,7,-9,35
Cc1ccc(-n2c(SCC(=O)NCc3cccs3)nnc2-c2ccoc2C)cc1,10,4,1,5,-4,-19,-1,26
O=C(CN(C(=O)CSc1nc2ccccc2o1)c1cccc(F)c1)NC1CCCCC1,7,1,-12,-9,14,4,-1,17
Cc1onc(-c2ccccc2)c1C(=O)NCCc1ccc(S(N)(=O)=O)cc1,-16,1,3,-2,4,17,8,1
O=c1[nH]c(SCc2ccccc2F)nc2ccccc12,4,-5,-2,3,-11,7,9,-1
CON(C)S(=O)(=O)c1ccc2c(c1)NC(=O)C1CCCN21 (stereo not given),-7,2,5,12,-12,16,-5,-1
C#CCOCCOCCOCCNc1nc(N2CCN(C(=O)[C@H](CCC(=O)O)n3cc(C(N)CO)nn3)CC2)nc(N2CCN(C(=O)[C@H](Cc3ccc(O)cc3)n3cc(C(N)[C@H](C)CC)nn3)CC2)n1 (stereo not given in full),·,-10,3,1,15,10,-2,5
CC1CCCCN1C/C=C/c1ccccc1[N+](=O)[O-] (stereo not given),-9,-7,19,-2,-11,7,-3,4
Cc1ccc(Cl)cc1NS(=O)(=O)c1c(C)[nH]c(=O)[nH]c1=O,-1,-3,-5,15,13,3,-8,-2
Cc1cc([N+](=O)[O-])cc2c1NC(=O)C2(O)N1CCCC(C)C1 (stereo not given),10,2,-2,3,6,0,-8,1
COCc1cc(=O)[nH]c(SCC(=O)Nc2ccccc2)n1,6,6,-17,0,5,12,-2,2
Cc1ccc(C2(c3ccccc3)NC(=O)N(CC(=O)NCc3ccccc3)C2=O)cc1C (stereo not given),2,1,2,13,13,11,16,14
COc1cccc(NC(=O)Nc2cccn(Cc3ccc(C)cc3)c2=O)c1,0,-14,-18,26,12,1,-8,-6
CN(C)CCCN(C(=O)c1ccc(S(=O)(=O)N(C)C)cc1)c1nc2cc3c(cc2s1)OCO3,-16,5,33,-15,-14,0,33,-19
COc1cccc(NC(=O)C2CCCN(S(C)(=O)=O)C2)c1 (stereo not given),-5,-10,3,-10,-17,9,-3,-10
COC(=O)C1=C(CSc2nc3c(cc2C#N)CN(C)CC3)OC(N)=C(C#N)C1c1ccc(F)cc1 (stereo not given),0,2,8,21,-2,6,-29,14
Oc1ccc[n+](CC(O)c2ccccc2)c1 (stereo not given),-4,-7,2,-4,-1,11,-13,0
CCOC(=O)c1[nH]cnc1C(=O)Nc1ccc([N+](=O)[O-])cc1,-1,4,2,7,-10,12,-16,6
CC(NC(=O)CN(C)S(=O)(=O)c1ccc(Br)s1)c1ccccc1 (stereo not given),0,-3,6,4,8,1,3,20
CCOC(=O)c1c(C)[nH]c(C(=O)CN(C)CC(=O)Nc2ccccc2C(F)(F)F)c1C,6,0,-1,12,10,13,11,4
C=CCN1C(=NC(=O)CCC)SC2CS(=O)(=O)CC21 (stereo not given),-14,-3,6,2,-2,17,11,4

# 2 entries from above, tab-delimited.
smiles	EBI2 antag	SENP8 inh	Gli-Sufu antag	Apaf1 inhib	Jurkat NFkB inh	697 NFkB inh	UBC13 inh	CCR6 antag
C#CCOCCOCCOCCNc1nc(N2CCN(C(=O)[C@H](CCC(=O)O)n3cc(C(N)CO)nn3)CC2)nc(N2CCN(C(=O)[C@H](Cc3ccc(O)cc3)n3cc(C(N)[C@H](C)CC)nn3)CC2)n1 (stereo not given in full)	·	-10	3	1	15	10	-2	5
CC(NC(=O)CN(C)S(=O)(=O)c1ccc(Br)s1)c1ccccc1 (stereo not given)	0	-3	6	4	8	1	3	20

# Next compounds follow:
SMILES,EBI2 antag,SENP8 inh,Gli-Sufu antag,Apaf1 inhib,Jurkat NFkB inh,697 NFkB inh,UBC13 inh,CCR6 antag
O=C1NN(c2ccccc2)C(=O)/C1=C\c1ccc2c(c1)OCO2,-4,4,31,-17,-2,0,-4,23
OC(CSc1ccc(F)cc1)CN1CCN(c2ccccc2)CC1 (stereo not given),16,1,16,3,1,4,-1,1
Cc1nc2c(-c3ccc(F)cc3)c(C)nn2c(C)c1CCC(=O)N1CCN(c2ccccn2)CC1,3,-3,4,10,-4,5,4,6
CCOc1cc(CNCc2cc(OC)cc(OC)c2)ccc1OC,6,14,27,-14,36,-29,6,-8
O=C(CCc1ccccc1)NNC(=S)NC(=O)c1ccc(Cl)cc1,·,-4,3,3,-9,-15,-40,49
COC(CNC(=O)Cn1nc(Cc2ccncc2)c2ccccc2c1=O)OC,3,-7,8,2,-9,5,-8,10
Clc1ccc(-c2nnc3n2-c2ccccc2SC3)cc1,-2,-10,8,1,-2,-4,1,-12
CCCn1c(=O)c2ccccc2n2c(SCCOc3ccccc3)nnc12,9,-6,9,8,9,3,10,9
CCCCNC1=NCCS1,0,-7,0,-1,5,-5,-10,-1
O=C(O)CSCc1cnn(-c2ccccc2)c1-n1cccc1,-3,4,2,-11,-1,4,3,-30
CCOC(=O)N1CCC(C(=O)Nc2ccc(OCC)cc2)CC1,-2,3,-10,-6,2,-1,6,1
O=C(COc1ccc2ccccc2c1Br)Nn1cnnc1,6,-7,9,-4,14,2,-16,0
O=C(NCCOc1ccccc1)C1CCC(=O)N(Cc2ccc(Cl)cc2)C1 (stereo not given),12,1,-2,3,-10,12,4,-2
COc1ccccc1N1CC(C(=O)OCc2nc(N)nc(Nc3ccccc3)n2)CC1=O (stereo not given),-15,0,-4,-1,8,13,4,-2
CC1CCCC(NC(=O)C2CCN(S(=O)(=O)N3CCCCCC3)CC2)C1C (stereo not given),-3,-2,5,11,-6,-31,-2,9
CCS(=O)(=O)N1CCC(C(=O)Nc2cc(C)ccc2O)CC1,7,-2,-16,-6,-14,-13,-7,7
CC(Sc1nnc(-c2ccco2)n1N)C(=O)NCC1CCCO1 (stereo not given),-5,5,-4,-5,-2,-10,0,12
Cc1oncc1C(=O)NC(C)C,9,-10,0,-1,15,11,-2,4
O=C(NCCS(=O)(=O)N1CCN(c2cccc(Cl)c2)CC1)C1CCCC1,-9,-8,-2,8,7,8,-8,11
Fc1ccc(CN2CCN(c3ncnc4scc(-c5ccc(F)cc5)c34)CC2)cc1,9,-11,16,25,6,-33,-4,14
CCOc1ccccc1Nc1nc(N)nc(CN2CCCCC2C)n1 (stereo not given),-3,-5,5,2,6,5,-9,6
CCOC(=O)c1cn(Cc2cccc(Cl)c2)nn1,-6,-1,25,3,8,-8,0,-7
COc1ccc(NS(=O)(=O)c2ccc(NC(=O)c3ccccc3Br)cc2)nn1,-7,-3,-2,0,1,11,0,4
CCN1CCN(c2nc(-c3cccnc3)nc3ccccc23)CC1,-13,2,7,-10,-15,12,0,10
Cc1cccc(-c2nnc(SCC(=O)NC3CCCC3)o2)c1,0,6,-10,7,-46,-10,0,8

# In another format: entries from further up.
> CCCn1c(=O)c2ccccc2n2c(SCCOc3ccccc3)nnc12
  EBI2 antag: 9	SENP8 inh: -6	Gli-Sufu antag: 9	Apaf1 inhib: 8	Jurkat NFkB inh: 9	697 NFkB inh: 3	UBC13 inh: 10	CCR6 antag: 9

> CCCCNC1=NCCS1
  EBI2 antag: 0	SENP8 inh: -7	Gli-Sufu antag: 0	Apaf1 inhib: -1	Jurkat NFkB inh: 5	697 NFkB inh: -5	UBC13 inh: -10	CCR6 antag: -1

> O=C(O)CSCc1cnn(-c2ccccc2)c1-n1cccc1
  EBI2 antag: -3	SENP8 inh: 4	Gli-Sufu antag: 2	Apaf1 inhib: -11	Jurkat NFkB inh: -1	697 NFkB inh: 4	UBC13 inh: 3	CCR6 antag: -30

# Further records follow.
SMILES,EBI2 antag,SENP8 inh,Gli-Sufu antag,Apaf1 inhib,Jurkat NFkB inh,697 NFkB inh,UBC13 inh,CCR6 antag
COc1ccc(CSc2nnc(-c3ccncc3)n2N)cc1,-7,14,-5,5,-33,1,-1,9
CCCCOc1ccc(NC(=O)CCSc2nccn2C)cc1,-1,-4,-1,5,-17,-13,5,-1
CC(=O)c1c(N2CCN(Cc3ccccc3)CC2)[nH]c(-c2ccccc2)nc1=S,-1,7,17,18,-2,-8,-6,28
CCC(c1nnc(SCC(=O)Nc2ccc(C(N)=O)cc2)n1Cc1ccccc1)N(C)C (stereo not given),-4,4,-1,-9,20,23,10,2
O=C(Nc1ccc(Cl)cc1)Nc1ccc(N2CCC(C(F)(F)F)CC2)nc1,-2,-4,-4,-9,-10,-19,1,6
O=C(OCCN1CCCC1=O)c1cc(F)c(F)c(F)c1F,-50,-4,1,-14,-2,-17,1,2
CCn1c(=O)c2sccc2n(CC(=O)NCCC2=CCCCC2)c1=O,3,3,-19,-3,-5,15,7,6
O=C(c1ccc2c(c1)OCO2)N1CCC2(CC1)Oc1ccc(F)cc1C(=O)C21CC(c2cccnc2)=NO1 (stereo not given),1,-3,9,24,1,-21,4,6
COc1ccc(C(=O)/C=C/c2ccc(OC(=O)c3cc(OC)c(OC)c(OC)c3)cc2)cc1,45*,-4,4,18,-3,-1,-3,17
OCCNCC(O)Cn1ccc2ccccc21 (stereo not given),-4,0,3,-14,6,30,1,27
Cc1cccc(OCC(O)Cn2c(NCc3cccnc3)nc3c2c(=O)[nH]c(=O)n3C)c1 (stereo not given),0,5,3,2,2,-22,-6,-5
Cc1cc(/C=N/NC(N)=S)c(C)n1-c1ccc(Br)cc1,22,12,4,2,-5,10,-5,22
CCCC/C=C/C(NC(=O)c1ccc(-c2ccccc2)cc1)c1ccccc1 (stereo not given),7,4,1,5,16,-48,-12,0
O=C(CN1CCN(c2ccc(F)cc2)CC1)Nc1cccnc1Cl,0,-3,5,-3,-8,5,1,-3
Cc1ccc(S(=O)(=O)NNC(=O)c2ccncc2)cc1[N+](=O)[O-],3,2,-1,-5,10,0,1,-6
COCCn1cc(C(=S)N2CCOCC2)c2ccccc21,3,-8,-1,-2,-8,-10,-13,12
CCCN1CCC(NC(=O)CCc2nnc(-c3ccccc3)o2)CC1,-12,-1,0,4,-2,-14,5,4
CCCC(=O)Nc1cc(Cl)ccc1C,-10,-9,9,-6,8,12,-4,13
CCCCn1ccc(=O)c2c(C(F)(F)F)nccc21,-2,-7,2,-4,-3,19,3,5
COc1ccccc1NC(=O)CSc1nnnn1-c1ccc(C(=O)O)cc1,-3,-5,·,-5,0,13,0,-2
COc1cc(NC(=O)CSc2nccc(C)n2)c(C(=O)O)cc1OC,-1,1,-1,4,-5,9,7,-12
N/C(=N\OC(=O)c1cccc(Cn2cc(C(F)(F)F)ccc2=O)c1)c1ccc(Cl)cc1,-7,-14,0,18,23,-44,19,-13
CCn1cc(C(=O)NCCCOC)c(=O)c2cc(S(=O)(=O)N3CCC(C)CC3)ccc21,-7,-15,-8,1,0,-2,-13,6
NC(=S)C(c1ccccc1)c1ncc(C(F)(F)F)cc1Cl (stereo not given),-3,5,6,3,5,6,8,17
CCOc1ccccc1NC(=O)c1csc(C)c1C,1,1,-1,13,17,-13,5,5
COc1ccc(N2CCN(C3CCCN(Cc4cccc(C(C)=O)c4)C3)CC2)cc1 (stereo not given),-5,-8,20,4,2,-6,3,7
CCC(C(=O)N/N=C/c1cccnc1)c1ccccc1 (stereo not given),4,2,-4,0,-1,1,0,1
COc1ccc(CNC(=O)C2COc3ccccc3O2)cc1 (stereo not given),0,-3,-33,-2,-33,-19,4,0
Cc1ccc(OCC(=O)c2cc(C)n(-c3cc(C)on3)c2C)c([N+](=O)[O-])n1,5,5,49,5,-19,4,1,4
CC1CN(C(=O)CSc2nnc(NC(=O)NC(C)(C)C)s2)CC(C)O1 (stereo not given),4,1,-4,0,4,0,0,-2
